Bioassay records (PubChem)
PKA-R2B activ – activators of human PKA-R2B complex; P22694+P31323; PKA-R2B holoenzyme dissociation, Cy5-IP20 fluorescence polarization; R2B truncated from residue 108, S112A mutant; 0% DMSO only, 100% 113 µM cGMP; activation, % at 11.4 µM; actives 0.079% (n = 340,000);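 active = activation above a cutoff set at the mean over all compounds plus 3 SD, cut at about 18% in these data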;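 note: higher means more holoenzyme dissociation and a rise in polarization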
OPRM1-OPRD1 inv – mu-delta opioid heterodimer inverse agonism; cell-based MOR-DOR heterodimer luminescence; actives 0.21% (n = 340,000); inhibition, % at 9.3 µM; P35372+P41143; in the data active = inhibition above about 22%, passing the limit was not always enough;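 note: 0% = cells with DMSO and 100% = wells without cells with DMSO; values of inactives mirror those of a sister screen read the other way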
Target sequence (P35372 whole entry, looked up): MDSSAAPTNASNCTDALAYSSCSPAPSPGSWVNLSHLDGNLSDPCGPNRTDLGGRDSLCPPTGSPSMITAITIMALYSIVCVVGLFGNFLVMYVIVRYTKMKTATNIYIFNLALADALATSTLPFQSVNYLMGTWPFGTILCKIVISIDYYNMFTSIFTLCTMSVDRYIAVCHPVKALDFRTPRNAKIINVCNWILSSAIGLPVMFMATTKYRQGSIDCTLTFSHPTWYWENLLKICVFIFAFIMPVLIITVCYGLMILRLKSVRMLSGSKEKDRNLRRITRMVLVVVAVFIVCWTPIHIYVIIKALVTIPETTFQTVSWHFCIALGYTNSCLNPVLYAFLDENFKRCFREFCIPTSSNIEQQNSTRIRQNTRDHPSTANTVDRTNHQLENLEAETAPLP
Target sequence (P41143 whole entry, looked up): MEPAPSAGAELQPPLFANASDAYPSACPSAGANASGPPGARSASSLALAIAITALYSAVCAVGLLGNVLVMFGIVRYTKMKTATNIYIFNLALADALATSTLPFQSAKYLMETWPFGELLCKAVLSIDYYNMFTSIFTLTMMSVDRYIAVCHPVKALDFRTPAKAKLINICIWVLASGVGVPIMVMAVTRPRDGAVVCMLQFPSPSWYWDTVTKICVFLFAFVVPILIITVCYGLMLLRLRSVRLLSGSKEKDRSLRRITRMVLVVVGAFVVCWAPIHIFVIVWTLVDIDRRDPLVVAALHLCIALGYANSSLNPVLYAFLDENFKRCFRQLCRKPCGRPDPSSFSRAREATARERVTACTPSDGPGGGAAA
MOR-DOR ag – OPRM1-OPRD1 heterodimerization agonism; P35372+P41143; cells, luminescence; activation, % at 9.3 µM; actives 0.3% (n = 340,000); AID 504326; in the data active = activation above about 18%;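 note: 0% = vehicle-treated cells and 100% = reference agonist; values of inactives mirror those of a sister screen read the other way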
Arrestin-AP2 inh – blocks beta-arrestin peptide binding to AP2 adaptin | FITC-arrestin peptide / GST-AP2 beads, flow cytometry; AP2 beta2 appendage carries R879A mutation | inhibition, % at 10 µM | actives 0.31% (n = 340,000);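 active = inhibition above a set limit, near 3 SD of compounds lacking own fluorescence, cut at about 54% in these data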;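 note: plate controls were DMSO wells for no effect and 5 µM unlabelled arrestin peptide for full effect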
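system = GST-tagged AP2 beta2-adaptin appendage (R879A) on 4 µm glutathione beads | reagent = FITC-labelled arrestin peptide probe, 50 nM final | schedule = compound with beads 12 min RT, then probe 1 h RT | signal = HyperCyt-sampled flow cytometry, FL1 channel, ex 488/em 535 nm | read-out = percent response from loss of bead-bound FITC fluorescence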
V-ATPase pH – yeast V-ATPase proton transport regulation by pHLuorin; S. cerevisiae, pHLuorin cytosolic pH fluorescence; response, % at 10 µM; actives 0.37% (n = 350,000); in the data active = response mostly above about 7.3%, no sharp cut-off; inactive = mostly below about 5.4%; note: actives read high; inactives centre near 0; some compounds called inactive have numbers as strong as hits; reference of the scale not given here
DAGLB inhibitor – blocks human DAGLB lipase activity. HEK293T DAGLB membrane lysate, EnzChek fluorogenic substrate. actives 0.059% (n = 340,000). inhibition, % at 5.17 µM; in the data active = inhibition above about 34%;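 note: 0% = enzyme with vehicle and 100% = wells lacking enzyme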
HTR5A ag ctr – activates human HTR5A in OPRM1-OPRD1 agonist counter-screen; P47898; HTR5A agonist assay, luminescence, cell-based; activation, % at 9.3 µM; actives 0.61% (n = 340,000); AID 504692; in the data active = activation mostly above about 9.5%, no sharp cut-off; inactive = mostly below about 7.6%;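 note: 0% = cells with vehicle only and 100% = reference agonist; strong numbers were not always called active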
PKA-R1A act – activates the PKA-R1A holoenzyme complex; P00514+P68181; PKA-R1A dissociation, Cy5-IP20 fluorescence polarization; scaled: DMSO 0%, 113 µM cGMP 100%; activation, % at 11.4 µM; actives 0.083% (n = 340,000);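 active = percent activation above the mean of all tested compounds plus 3 SD, cut at about 19% in these data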;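 note: higher means more PKAc released from R1A so a rise in polarization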
HTR5A inv ctr – inverse agonist of human HTR5A in OPRM1-OPRD1 counter-screen; inhibition, % at 9.3 µM; HTR5A cell line, luminescence, inverse agonism; actives 0.083% (n = 340,000); P47898; AID 504634; in the data active = inhibition mostly above about 23%, no sharp cut-off; inactive = mostly below about 18%;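 note: 0% = cells with DMSO and 100% = no-cell wells with DMSO; some compounds called inactive have numbers as strong as hits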
DSG3 Ab inh – inhibitors of pemphigus antibody binding to human desmoglein-3; AID 588358; actives 0.48% (n = 310,000); DSG3-coupled beads, scFv-anti-DSG3-GFP binding, flow cytometry; hits give low values; binding (percent of control), % at 10 µM; P32926;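 active = binding more than 3 SD below its plate's average and above zero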;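 note: hits lower antibody fragment binding to DSG3; some compounds called inactive have numbers as strong as hits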
Starred values were filed as active, the others as inactive; · = no result given.

SMILES	PKA-R2B activ	OPRM1-OPRD1 inv	MOR-DOR ag	Arrestin-AP2 inh	V-ATPase pH	DAGLB inhibitor	HTR5A ag ctr	PKA-R1A act	HTR5A inv ctr	DSG3 Ab inh
Cc1cccc(C)c1NC(=O)N1CC=C(n2c(=O)[nH]c3ccccc32)CC1	-3	7	-1.5	14	1	1	-7	11	18	102
COC(=O)C1=C(N)c2ccccc2C1(C#N)c1ccccc1 (stereo not drawn)	-4	6	-1.0	-2	0	-4	-10	3	-17	110
Cc1ccc(N2CC(C(=O)Nc3cc(C)on3)CC2=O)c(C)c1 (stereo not drawn)	-16	-1	0.1	1	-4	1	4	1	11	101
Cc1ccc(C2(C)NC(=O)N(CC(=O)Nc3cccnc3Cl)C2=O)cc1 (stereo not drawn)	-6	8	-1.5	-13	2	1	2	-13	1	97
O/N=C/c1ccc(OCc2ccccc2)c(Br)c1	-7	-29	5.2	-3	4	-2	7	-5	-23	97
CC(C)(C)C(=O)NNC(=O)c1ccc(Oc2cc(Cl)cc(Cl)c2)o1	-3	10	-1.9	21	-5	-3	1	-10	-31	109
Cc1nc(CNS(=O)(=O)c2cccs2)cs1	-3	2	-0.3	·	0	-1	1	-1	-14	107
CCCCCCCN1C(Nc2ccccc2)=NC[C@@H]1CC(C)C	-1	5	-0.9	6	-2	1	6	-7	-18	105
O=C1NC2(CCCCCC2)C(=O)N1Cc1c(F)cccc1Cl	-1	-2	0.4	-4	6	-1	6	-4	-21	103
CCN1C(=O)[C@H]2[C@@H](c3ccc(C)cc3)N[C@]3(CCCN(Cc4ccc(C)cc4)C3=O)[C@H]2C1=O	2	·	·	·	-3	3	·	0	·	101
CCC(=O)c1ccc(N2CCN(C(=O)c3cc([N+](=O)[O-])ccc3F)CC2)c(F)c1	-7	-24	4.8	46	0	-3	8	3	-22	104
CCCC(C)NC(=O)c1ccc(C2SCC(=O)N2Cc2ccco2)cc1 (stereo not drawn)	9	7	-1.2	21	0	1	1	-7	6	98
Nc1nc(C2CC(=O)OC23CCCCC3)cs1 (stereo not drawn)	9	11	-2.1	27	1	3	0	1	-19	108
Cc1ccc(S(=O)(=O)NCCc2cn3nc(C)c(C)nc3n2)cc1C	-7	18	-3.7	-9	3	-1	-1	7	5	113
CC(Oc1ccccc1)c1ccnc2nc(N3CCOCC3)nn12 (stereo not drawn)	-6	15	-3.1	31	-3	-1	5	-7	-7	105
CCCCC(=O)c1ccc(O)cc1O	4	-5	1.0	2	4	-3	1	2	7	113
Cc1ccc(NS(=O)(=O)c2c(C)[nH]c(C)c2C(=O)N2CCCC2)cc1	-11	18	-3.5	-6	-2	3	-3	-12	3	100
CCn1cc(C(=O)O)c(=O)c2cc(F)c(N3CCN(C(=S)NC(=O)c4ccc(OC)cc4)CC3)cc21	-2	-9	1.7	-13	1	3	8	-9	10	·
CCOC(=O)N1CCC(NC(=O)CCc2c(C)nc3nc(C)nn3c2C)CC1	4	0	0.0	2	5	0	5	-3	-16	97
CC1CCCCN1S(=O)(=O)c1cnc(Cl)c(Br)c1 (stereo not drawn)	-5	1	-0.1	-9	0	-2	2	-16	0	93
CC(C)(C)OC(=O)[C@H]1[C@H](c2ccc([N+](=O)[O-])cc2)C2(C(=O)c3ccccc3C2=O)C2c3ccccc3C=NN21 (stereo partly drawn)	1	-12	1.7	33	-1	5	-4	5	18	88
Cc1ccccc1Cn1nc(C)c(NC(=O)c2cc(-c3ccco3)on2)c1C	-6	7	-1.2	-9	1	-1	-2	-3	9	103
Nc1nccnc1C(=O)N/N=C/c1ccco1	-6	17	-3.4	34	-2	-1	1	-4	-3	·
COc1ccc(C2C(C(=O)N3CCN(c4ccccc4)CC3)c3ccccc3C(=O)N2C)cc1 (stereo not drawn)	4	17	-2.8	5	6	1	-6	-6	0	·
Cn1nnnc1NCc1ccc(Cl)cc1	8	0	0.1	57*	5	2	-2	-1	6	94
COc1ccc(CN2CCC(n3nccc3NC(=O)CCCc3ccccc3)CC2)cc1C	-7	3	-0.5	25	-2	-1	1	6	-3	122
O=C(NCc1ccc(Cl)cc1)c1cc2c(s1)CS(=O)(=O)C2	-17	8	-1.5	18	-1	-1	-3	-8	-15	104
Cc1nn(C)c(=O)n1-c1ccc(OCc2ccccc2)cc1	2	21	-4.9	-7	0	-1	-2	0	4	100
Cc1cc(-c2cccs2)n[nH]1	1	16	-2.7	-8	0	-1	0	1	0	103
CC(C)c1ccc(NS(=O)(=O)c2ccc(N3C(=O)CCC3=O)cc2)cc1	-9	4	-0.7	42	4	-3	-3	4	11	104
CCn1ccnc1C(O)c1ccccc1OC (stereo not drawn)	-4	12	-2.1	7	1	3	5	0	-14	99
Cc1ccc(C(=O)Nc2ccccc2C(=O)N2CCCC(C)C2)cc1 (stereo not drawn)	-5	-8	1.2	56*	-3	-4	-3	-6	-7	104
CN(CCCn1ccc(N)nc1=O)Cc1ccco1	1	·	·	·	0	4	·	4	·	110
COc1ccc(OC)c(NC(=O)CCN2CCN(c3ccccc3)CC2)c1	4	5	-0.8	-3	0	0	-2	-6	5	106
COCCNC(=O)c1ccc(-n2c(SCc3cccnc3)nc3ccccc3c2=O)cc1	-8	10	-2.0	-14	-3	3	4	0	-11	105
OCC1(CCc2ccccc2)CCCN(CCCC(F)(F)F)C1 (stereo not drawn)	-12	-3	0.6	8	5	-2	4	-14	-13	108
C[C@]12CCC(=O)C=C1CC[C@@H]1[C@@H]2[C@@H](O)C[C@]2(C=O)[C@@H](C(=O)CO)CC[C@@H]12	-13	11	-2.1	12	6	2	0	-3	-1	·
c1ccc(-c2nn(-c3ccccc3)[n+](-c3ccccc3)n2)cc1	-4	4	-0.8	-16	-3	-1	-2	3	6	91
CC(=O)c1ccc(NCC(=O)N2CCN(S(=O)(=O)c3ccccc3)CC2)cc1	-13	11	-2.7	-8	-2	1	0	2	-16	100
O=C(O)C(c1ccccc1)C(c1ccccc1)c1ccccc1 (stereo not drawn)	7	11	-1.5	0	1	0	-1	3	2	95
CC(C)C[C@H](NC(=O)OC(C)(C)C)c1nnc(SCc2ccccc2)o1	-6	-2	0.4	17	2	-8	-2	-12	5	102
O=C(Nc1nc2ccccc2n1CCN1CCOCC1)c1ccccc1	0	·	·	7	2	-2	·	-6	·	95
Cc1ccc(NC(=O)Cc2cc(C(=O)O)c3ccccc3n2)c(C)c1	-1	-20	3.7	19	-2	4	0	-13	0	99
Cc1ccn(C(C)CC(=O)Nc2ccc(-c3ccno3)cc2)n1 (stereo not drawn)	-12	15	-2.8	30	-6	-3	-4	-4	15	97
Cc1ccc(CS(=O)Cc2ccc(C(=O)NC3CCCCC3)o2)cc1 (stereo not drawn)	17	15	-2.9	6	-3	-3	7	-10	-27	104
Oc1ccccc1N1CCN(C(c2ccccc2)c2ccccc2)CC1	10	-171	27*	-12	-2	-3	10	11	-29	90
C=C(C)CSC1=C(C#N)C(c2ccsc2)CC(=O)N1 (stereo not drawn)	-11	19	-3.7	0	0	2	-1	-11	-11	97
Nn1c(SCC(=O)N2CCCC2)nnc1C1CCCCC1	-1	·	·	·	-3	1	·	2	·	97
C[C@H]1Oc2ccccc2C(=O)C1C(=O)c1ccccc1 (stereo partly drawn)	-7	2	-0.3	14	0	-4	-1	-12	-7	100
Cc1c(NC(=S)Nc2ccc(Cl)cc2)c(=O)n(-c2ccccc2)n1C	2	1	-0.3	30	-1	2	2	6	3	103
C=CCn1c(SCC(=O)Nc2cc(C)ccc2C)nnc1-c1cnccn1	6	12	-1.9	22	-2	0	-5	-13	12	102
Cc1ccc(C(C)NC(=O)c2c(-c3ccccc3)noc2C)cc1C (stereo not drawn)	0	-6	1.0	-6	1	-4	5	-4	5	105
CN1CCN(C(=O)C23CCC(C)(c4nc5ccccc5nc42)C3(C)C)CC1 (stereo not drawn)	-11	12	-2.8	5	0	1	3	4	-9	104
CC(=O)N1CCOc2ccc(S(=O)(=O)N(C)c3ccc(C)cc3)cc21	6	2	-0.3	36	3	-1	0	1	4	105
O=C(NCc1ccco1)c1ccc(CS(=O)(=O)Cc2ccc(F)cc2)o1	4	10	-1.6	97*	-4	2	6	1	9	95
O=[N+]([O-])c1ccc(CSc2nnc(Cc3ccccc3)o2)cc1	-7	2	-0.4	23	1	-5	2	-1	-6	97
Cc1ccc2oc(=O)c(/C=C(\O)c3ccccc3)nc2c1	-4	-6	1.1	-2	0	3	-2	-8	11	98
Cc1ccc(S(=O)(=O)N2CCN(C(=O)c3ccc(N4CCCCC4)c([N+](=O)[O-])c3)CC2)cc1	9	6	-1.1	20	4	0	-3	-6	-1	98
COc1ccc(OC)c(NS(=O)(=O)c2ccc(N3CCCC3=O)cc2)c1	1	-4	0.9	9	5	0	1	-5	-11	·
COc1ccc(CN2CCNC(=O)C2CC(=O)NC2Cc3ccccc3C2)c(OC)c1 (stereo not drawn)	11	-7	1.0	0	4	3	-3	1	-6	101

Some values from above.
Result for C=CCn1c(SCC(=O)Nc2cc(C)ccc2C)nnc1-c1cnccn1 under V-ATPase pH: -2
Result for Cc1c(NC(=S)Nc2ccc(Cl)cc2)c(=O)n(-c2ccccc2)n1C under V-ATPase pH: -1

(further entries)
SMILES	PKA-R2B activ	OPRM1-OPRD1 inv	MOR-DOR ag	Arrestin-AP2 inh	V-ATPase pH	DAGLB inhibitor	HTR5A ag ctr	PKA-R1A act	HTR5A inv ctr	DSG3 Ab inh
CCOc1cc(S(=O)(=O)N(CC)CC)ccc1F	8	12	-2.2	27	3	-1	0	-4	1	97
O=C1COc2ccc(C(=O)COC(=O)Cc3ccccc3F)cc2N1	11	14	-2.8	-1	2	-2	-2	-5	37	95
COC(=O)c1cc(S(=O)(=O)NCCc2ccccc2)c[nH]1	-1	0	-0.1	-2	2	-2	3	-6	-7	100
CCCCC(O)(c1ccccc1)C(CN1CCOCC1)c1ccccc1 (stereo not drawn)	-1	-32	6.8	7	2	-4	-1	1	5	79
Cc1cc(C(=O)N(C)Cc2c(F)cccc2Cl)c2ccccc2n1	-1	5	-0.8	27	-13	0	7	-1	-20	109
CCCCc1nnc2c(N(C)S(=O)(=O)c3ccccc3)nc3ccccc3n12	-12	0	0.1	-14	3	0	-1	-4	3	101
Cn1c(=O)c2[nH]c(-c3cccnc3)nc2n(C)c1=O	-5	4	-0.8	5	2	2	3	7	6	108
Cc1ccc(N2C(=O)CC(Sc3cccs3)C2=O)cc1 (stereo not drawn)	0	10	-1.9	-3	-2	-4	-1	1	-15	107
